# Assay outcomes (PubChem BioAssay)
# RGS8-Gao – RGS8-Galphao binding modulators, primary screen, biochemical, multiplexed bead flow cytometry; actives lie on both sides; response (percent of control binding), % at 10 µM; actives 0.34% (n = 220,000); in the data active means response below about 60% or above about 140%; inactive means in between;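 further: Galphao activated as the GDP aluminium fluoride complex binding bead-coupled RGS8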
# Target sequence (P09471 whole entry, looked up): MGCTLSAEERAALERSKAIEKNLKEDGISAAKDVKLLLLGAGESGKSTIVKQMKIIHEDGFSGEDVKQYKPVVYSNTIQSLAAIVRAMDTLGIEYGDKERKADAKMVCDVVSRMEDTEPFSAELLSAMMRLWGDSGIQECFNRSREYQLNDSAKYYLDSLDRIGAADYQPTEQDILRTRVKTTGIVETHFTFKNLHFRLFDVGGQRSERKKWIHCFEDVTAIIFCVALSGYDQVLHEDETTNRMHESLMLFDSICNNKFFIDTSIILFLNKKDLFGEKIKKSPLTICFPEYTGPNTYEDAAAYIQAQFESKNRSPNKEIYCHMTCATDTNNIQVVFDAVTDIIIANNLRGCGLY
# Avidin fluor – green autofluorescence of compounds with avidin beads – biophysical, 488/530 nm, flow cytometry, artefact control, profiling panel. compound fluorescence 488/530 nm; stronger effect = higher value. fluorescence (KMESF) at 10 µM. actives 0.38% (n = 220,000); in the data active means fluorescence above about 47; further: inactives centre near 10
# RGS4-Gao reg – modulators of RGS4 binding to Galphao, primary screen, biochemical, multiplexed bead flow cytometry; Guanine nucleotide-binding protein G(o) subunit alpha (Homo sapiens), P09471; actives lie on both sides; binding response (% of control), % at 10 µM; actives 0.33% (n = 220,000); AID 1415, 2008; in the data active means binding response below about 49% or above about 150%; inactive means in between;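 further: fluorescent Galphao activated with aluminum fluoride binding bead-coupled RGS4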
# Mcl1 Noxa PPI – Mcl-1/Noxa binding inhibitors, primary screen, biochemical, TR-FRET, 1536-well | Induced myeloid leukemia cell differentiation protein Mcl-1 (Homo sapiens), Q07820 | TR-FRET Mcl-1/Noxa peptide binding, 2 h | inhibition, % at 21.7 µM | actives 1.5% (n = 220,000) | AID 1022, 2008;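 active means compounds that cut the protein-peptide binding signal by more than 50% relative to plate controls in a single-dose test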;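 further: His-tagged Mcl-1 with rhodamine Noxa BH3 peptide and terbium anti-His antibody; 0% = Mcl-1 plus Noxa peptide wells and 100% = peptide-only wells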
# Target sequence (Q07820 whole entry, looked up): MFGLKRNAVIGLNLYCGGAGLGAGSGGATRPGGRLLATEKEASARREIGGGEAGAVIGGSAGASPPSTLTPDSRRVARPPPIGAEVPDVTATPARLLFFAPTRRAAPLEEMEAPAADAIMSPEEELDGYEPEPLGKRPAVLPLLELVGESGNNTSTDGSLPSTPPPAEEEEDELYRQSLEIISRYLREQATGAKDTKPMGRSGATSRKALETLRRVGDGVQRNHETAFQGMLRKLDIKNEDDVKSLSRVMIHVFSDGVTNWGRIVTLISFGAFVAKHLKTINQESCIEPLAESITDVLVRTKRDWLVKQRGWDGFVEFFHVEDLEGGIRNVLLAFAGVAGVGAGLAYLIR
# ABCB1 inh – ABCB1 efflux pump inhibitors, primary screen, cell-based, multiplex, flow cytometry, ABCG2 counter-screen; ATP-dependent translocase ABCB1 (Homo sapiens), P08183; CCRF-Adr cells, JC-1 efflux; inhibition, % at 6.6 µM; actives 0.067% (n = 190,000); AID 1326, 2008; in the data active means inhibition above about 40%;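 further: 0% = vehicle and 100% = reference inhibitor; higher value means more JC-1 retained so stronger ABCB1 efflux block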
# GSH fluor – compound fluorescence on glutathione beads, profiling panel, artefact control, biophysical, 488/530 nm, flow cytometry; AID 1776, 2009; GSH beads flow cytometry, compound fluorescence 488/530 nm; stronger effect = higher value; fluorescence (KMESF) at 10 µM; actives 0.25% (n = 190,000); in the data active means fluorescence above about 89;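 further: glutathione beads carrying GST-tagged Bcl family fusion proteins plus one bare bead set; values are compound well signal with DMSO vehicle wells as background; inactives centre near 16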
# Mcl1-Bid inh – Mcl-1/Bid binding inhibitors, primary screen, biochemical, TR-FRET, 1536-well; Induced myeloid leukemia cell differentiation protein Mcl-1 (Homo sapiens), Q07820; TR-FRET Mcl-1/Bid-Dy647 peptide binding; inhibition, % at 21.7 µM; actives 0.97% (n = 220,000); AID 1021, 2008;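 active means compounds that cut the binding signal by more than half at the single screening dose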;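 further: His-tagged Mcl-1 with europium anti-His antibody binding Bid BH3 peptide; 0% = Mcl-1 plus peptide wells and 100% = peptide-only wells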
# RGS7-Gao reg – RGS7-Galphao binding modulators, primary screen, biochemical, multiplexed bead flow cytometry. actives 0.35% (n = 220,000). AID 1439, 2008. binding response (% of control), % at 10 µM. actives lie on both sides. Guanine nucleotide-binding protein G(o) subunit alpha (Homo sapiens), P09471; in the data active means binding response below about 49% or above about 150%; inconclusive means no clear call, values can overlap the other calls; inactive means in between;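 further: fluorescent Galphao held in activated GDP-AlF4 state binding bead-coupled RGS7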
# ABCG2 inh – ABCG2 efflux pump inhibitors, primary screen, multiplex with ABCB1, IgMXP3 cells, flow cytometry. JC-1 efflux. inhibition, % at 6.6 µM. AID 1325, 2008. actives 0.1% (n = 190,000). Broad substrate specificity ATP-binding cassette transporter ABCG2 (Homo sapiens), Q9UNQ0;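 active means inhibition above 80%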;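 further: 0% = DMSO and 100% = nicardipine control wells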
#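 System: two drug-resistant human cell lines, ABCG2 and ABCB1; controls: nicardipine high and DMSO low controls; times: 10 min exposure at 25 °C with rotation, no wash; detection: flow cytometry of retained JC-1 fluorescence; read-out basis: percent efflux inhibition, scaled nicardipine 100% to DMSO 0%; doses: one concentration, 6.6 µM final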
# Pf gametocyte – late stage P. falciparum gametocyte viability inhibitors, primary screen, ATP luminescence, HTS | P. falciparum stage V gametocytes, 24 h | inhibition, % at 10.9 µM | actives 0.065% (n = 150,000);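 active means inhibition above the mean plus 3 SD of compounds within the control limits, set per campaign, cut at about 38% in these data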;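 further: 0% = DMSO wells and 100% = medium only without gametocytes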
# Mcl-1 Bim block – inhibitors of Bim peptide binding to Mcl-1, primary screen, biochemical, bead-based flow cytometry, multiplex; Bim peptide-Mcl-1 binding; actives 0.1% (n = 190,000); Induced myeloid leukemia cell differentiation protein Mcl-1 (Homo sapiens), Q07820; inhibition, % at 10 µM; AID 1009, 2008; in the data active means inhibition above about 40%;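 further: 0% = no compound tracer wells and 100% = peptide blocker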
# The depositor's hits bear a star; ? = inconclusive; nt = not tested or not shown.
SMILES,RGS8-Gao,Avidin fluor,RGS4-Gao reg,Mcl1 Noxa PPI,ABCB1 inh,GSH fluor,Mcl1-Bid inh,RGS7-Gao reg,ABCG2 inh,Pf gametocyte,Mcl-1 Bim block
O=C(Cn1c(NCCCO)nc2ccccc21)c1cccc(Br)c1,104,10,107,6,-0.1,23,-41,104,2,10,0
COc1ccc(NC(=O)Cn2nnc(-c3ccccc3NC(=O)c3cccs3)n2)cc1,101,30,101,-5,0.3,12,8,100,2,nt,0
COc1ccc(/C=N/N2C(=O)c3ccccc3C2=O)cc1,101,4,103,10,0.8,8,-21,108,4,57*,0
COc1ccc(N2CC(O)(c3ccc(OC(F)F)cc3)[N+]3=C2CCCC3)cc1 (stereo not given),100,10,100,5,-0.1,25,-7,95,6,5,0
CCOCCCNC(=O)C(NC(=O)c1ccccn1)c1ccc(C)cc1 (stereo not given),108,7,105,-8,0.5,23,-5,106,0,7,0
CN(C)S(=O)(=O)c1ccc(C(=O)NCc2ccco2)cc1,99,10,98,13,1.3,52,-16,99,2,16,1
CC(=O)c1c(N2CCN(c3ccc(F)cc3)CC2)nc(=S)n(-c2ccccc2)c1C,100,4,95,3,-0.1,8,-79,96,-2,-29,-9
Cc1nc(SCC(=O)c2ccccc2)[nH]c(=O)c1Oc1ccc(Cl)cc1,98,4,99,18,nt,nt,29,?,nt,-16,nt
COc1ccc(N2CC(O)(c3ccc(C)cc3)[N+]3=C2CCCC3)cc1 (stereo not given),101,7,103,18,0.0,21,-3,96,2,nt,0
COc1ccc2c(c1)[nH]c1c(=O)n(Cc3ccncc3)cnc12,101,7,108,7,nt,nt,-20,?,nt,2,nt
Cn1c(CCc2ccccc2)nnc1SCC(=O)N1CCOCC1,101,22,102,12,0.2,17,-1,104,-1,-10,-1
CCOC(=O)c1c(C)oc2c1c(CN1CCN(C(=O)OCC)CC1)c(O)c1ccccc12,102,10,95,98*,-0.7,9,62*,95,-4,22,-8

# 3 compounds out of the list above, ordered by the number in RGS7-Gao reg, ascending.
structure,RGS7-Gao reg
CC(=O)c1c(N2CCN(c3ccc(F)cc3)CC2)nc(=S)n(-c2ccccc2)c1C,96
CN(C)S(=O)(=O)c1ccc(C(=O)NCc2ccco2)cc1,99
CCOCCCNC(=O)C(NC(=O)c1ccccn1)c1ccc(C)cc1 (stereo not given),106

# Continued:
SMILES,RGS8-Gao,Avidin fluor,RGS4-Gao reg,Mcl1 Noxa PPI,ABCB1 inh,GSH fluor,Mcl1-Bid inh,RGS7-Gao reg,ABCG2 inh,Pf gametocyte,Mcl-1 Bim block
CCOc1cc(/C=N/NC(=O)C(=O)NCCCOC(C)C)cc(Br)c1O,93,9,97,56*,-0.2,3,-51,94,15,2,-1
COC(=O)c1sccc1NC(=S)N(C)C1CCCCC1,99,14,98,3,0.2,13,-40,100,4,-7,-5
C/C(=N\NC(=O)COc1cccc(Cl)c1)c1ccc2c(c1)OCCO2,99,19,110,23,1.3,314*,7,105,10,4,nt
O=C(CCNC(=O)c1ccccc1Cl)Nc1nccs1,95,10,94,9,0.0,12,-15,93,0,nt,-2
CC(C)N(CCc1ccncc1)C(=S)Nc1cccc(Cl)c1,98,6,98,21,0.4,17,-51,97,1,-9,-4
Cc1nnc(SCC(=O)NC(=O)NCc2ccco2)s1,101,15,99,18,1.8,10,-23,?,8,10,0
N=c1c(C(=O)NCc2ccc(F)cc2)cc2c(=O)n3ccccc3nc2n1Cc1cccnc1,100,17,111,75*,0.2,3,20,112,3,nt,0
COCCCNC(=O)CCCn1c(=O)c2ccccc2n(Cc2cccc([N+](=O)[O-])c2)c1=O,94,8,99,7,1.0,16,-9,100,4,7,-2
CC(=C\C(=O)O)/C(=C/c1ccccc1)C(=O)O,102,11,103,nt,2.0,23,-1,102,7,-11,-1
Nc1ncnc(Sc2ccc(Cl)cc2)c1[N+](=O)[O-],103,12,108,-3,0.3,10,-8,107,6,nt,-1
Cc1nnsc1C(=O)N/N=C/c1ccc(OC(F)(F)F)cc1,103,19,99,40,0.8,10,9,100,5,13,5
CCOC(=O)Cn1nc(C)c2ccccc2c1=O,100,6,97,13,-0.3,15,-16,97,1,-14,-2
COC(=O)c1c(NC(=O)C2SC(=NC3CCCCC3)C(C(N)=O)=C2N)sc2c1CCCC2 (stereo not given),100,6,101,4,-1.1,15,-25,95,-8,nt,-3
CCOC(=O)c1sc(=S)n(C)c1NC(=O)c1ccc(F)cc1,84,3,96,-16,-0.9,9,7,100,-8,-8,-18
CN(c1cccc(NC(=O)c2ccc(N(C)S(=O)(=O)c3ccccc3)cc2)c1)S(C)(=O)=O,96,8,93,7,0.4,22,-17,89,1,25,1
CCOC(=O)C1CCN(C(=O)C2CCN(c3nc4ccc(OC)cc4s3)CC2)CC1,100,6,100,6,-1.6,25,-51,100,22,nt,-2
CC(C)(C)NC(=O)c1ccc2c(c1)C(=O)N(C1CCCCC1)C2=O,99,14,95,9,0.2,17,-4,93,4,6,3
COCCN(C(=O)c1csnn1)C(C(=O)NC1CCCCC1)c1cccs1 (stereo not given),99,13,96,-1,0.5,33,-3,101,0,nt,-2
N#CCCN(C(=O)COC(=O)c1ccc2c(=O)n3c(nc2c1)CCC3)c1ccccc1,98,10,101,-9,2.4,16,8,97,7,-3,0
COC(=O)c1ccccc1-c1ccc(C(c2c(C)[nH][nH]c2=O)c2c(C)[nH][nH]c2=O)o1,101,24,100,4,-0.7,54,-30,98,-1,-4,0
Cc1ccc(S(=O)(=O)Nc2ccc(N=Nc3ccc(O)cc3)cc2)cc1,98,8,88,53*,-0.2,7,-12,101,-1,nt,5
NC(=S)c1ccc(C(N)=S)o1,98,36,101,6,0.5,14,-49,101,5,nt,-2
CCCOc1ccc(C2C(=O)N(C3CCCCCC3)CC(=O)N2Cc2ccco2)cc1OC (stereo not given),109,21,110,20,3.4,16,-26,111,3,nt,0
CN(C)S(=O)(=O)c1cccc(N=c2scc(-c3ccc4c(c3)NC(=O)CO4)n2CC2CCCO2)c1 (stereo not given),101,9,104,-3,-0.6,75,74*,106,-2,-43,-1
COc1ccc(Nc2nc(NCC3CCCO3)nc(N)c2[N+](=O)[O-])cc1 (stereo not given),99,6,99,-5,nt,nt,-9,?,nt,-2,nt
COc1ccc(Cl)cc1C(=O)N1CCN=C1SC,100,6,103,18,-0.1,21,-8,102,3,nt,2
CCOC(=O)C1(Cc2cccc(OC)c2)CCN(Cc2cccc3c2OCO3)CC1,101,6,99,4,2.5,15,-4,101,1,0,-1
COc1ccc(OC)c(/C=N/NC(=O)c2cc3c(OC)c(OC)ccc3[nH]2)c1,106,11,109,28,2.2,10,-22,107,3,5,-3
COc1ccc(NC(=O)CSc2nnc(Cc3cccn3C)n2-c2ccc(F)cc2)cc1OC,105,7,110,-2,0.2,19,-40,107,1,nt,0
COc1ccccc1NC(=O)CCN1CCCCCC1,4.6*,-2,3.0*,3,0.5,32,-9,0.6*,6,nt,-6
CSc1cccc(NC(=O)C2(S(=O)(=O)c3ccc(C)cc3)CC2)c1,96,16,95,3,1.9,12,-36,98,3,-7,-1
CN(C)c1nc(NS(=O)(=O)c2ccc(Cl)cc2)nc(N(C)C)n1,99,10,104,11,0.8,15,-3,100,2,-19,0
Cc1ccccc1OCCCc1c(C)n[nH]c1C,103,4,100,17,0.3,21,-12,98,10,-9,-4
Cc1cc(C(=O)OCC(=O)N2CC(C)OC(C)C2)ccc1[N+](=O)[O-] (stereo not given),106,24,105,-4,0.2,14,-14,101,1,9,-1
CCCN1CN=C(Nc2nc3ccccc3o2)NC1,102,9,104,5,nt,nt,-7,?,nt,0,nt
CN(CC(=O)Nc1ccc(SC(F)F)cc1)C1CCCCC1,102,10,99,22,-0.2,12,-10,102,12,nt,-2
Nc1ccc(S(=O)C(F)(F)F)cc1 (stereo not given),101,24,100,19,0.1,22,-14,96,1,-15,0
COc1ccccc1-n1c(CNC(=O)c2ccccc2)nnc1SCC(=O)Nc1nnc(C)s1,108,6,107,27,2.5,18,11,103,2,nt,-3
CN(CC1CCCO1)S(=O)(=O)c1ccc(C(=O)Nc2nccs2)cc1 (stereo not given),99,8,97,-3,nt,nt,3,?,nt,-4,nt
O=C(CCCCCn1c(=S)[nH]c2ccccc2c1=O)NCc1ccc2c(c1)OCO2,103,10,96,-16,0.6,25,-8,100,6,16,-2
COCCCn1c(O)c(/C=C2\N=C(C#N)C(=Nc3ccc(C)cc3)O2)sc1=S,97,6,102,13,nt,nt,-61,?,nt,21,nt
Cc1nn(-c2ccc(F)cc2)c(Cl)c1/C=C(\CC(=O)O)c1nc2ccccc2s1,100,30,105,-4,-0.6,17,25,102,-1,nt,-2
Cc1ccccc1C(=O)/C=C1/c2ccccc2CC(C)(C)N1C,106,14,105,4,-0.3,16,-16,108,-5,9,-1
Cc1ccsc1C(=O)C1CCCN(Cc2cn(C)nc2-c2ccccc2)C1 (stereo not given),100,11,97,12,1.2,13,-14,98,2,14,0
Cc1cc(N=Nc2ccc(Cl)cc2)cc(CN2CCOCC2)c1O,101,3,101,-7,nt,nt,-25,?,nt,-12,nt
COc1ccc(/C(=N\O)c2ncc(C(F)(F)F)cc2Cl)cc1,105,11,104,17,0.4,24,26,100,1,nt,-1
Cc1cc(C)c(NC(=O)/C(=C/c2ccco2)c2ccccc2)c(C)c1,100,11,105,14,0.9,38,-13,96,4,nt,-3
CCOc1ccc2ccccc2c1C(=O)N[C@@H]1C(=O)N2[C@@H]1SC(C)(C)[C@@H]2C(=O)O,98,5,92,-20,nt,68,-12,92,-2,nt,-2
COC(=O)c1ccccc1NC(=O)/C=N/O,99,11,99,2,-0.2,75,-26,98,0,nt,1
CC(=O)N/C(=C\c1ccc(F)cc1)C(=O)NC(C(=O)O)C(C)C (stereo not given),102,14,103,19,-0.3,13,8,?,1,-4,-1
O=C(Nc1cccnc1)c1cnn2c(C(F)F)cc(C3CC3)nc12,100,12,100,5,-0.8,43,-1,98,7,-19,-5
Cc1cc(C)cc(-n2c(C)cc(C(=O)CSc3nnnn3C)c2C)c1,100,8,104,2,1.8,10,-26,106,6,-5,-1
Cc1ccc(S(=O)(=O)NCCOCCNS(=O)(=O)c2ccc(C)cc2)cc1,100,35,101,-3,0.5,17,-8,104,1,13,0
